Assay outcomes as filed in PubChem.
N370S GC mod: inhibits or activates N370S mutant glucocerebrosidase | N370S GC spleen homogenate, 4MU-glucoside fluorescence | Potency, µM (doses to about 59.4 µM), inactives show top-dose activity change, negative = inhibition, hits mostly inhibitors | actives 0.092% (n = 330,000);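 also: 0% = full enzyme activity and -100% = no enzyme basal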
GCN5L2 inh: inhibitors of human GCN5L2 histone acetyltransferase. AID 504327. Potency, µM (doses to about 58.9 µM), inactives show at the top dose activity change, negative = inhibition, hits mostly inhibitors. GCN5L2 HAT assay, ThioGlo1 CoA-SH fluorescence. Q92830. actives 0.21% (n = 390,000)
Target sequence (Q92830 whole entry, looked up): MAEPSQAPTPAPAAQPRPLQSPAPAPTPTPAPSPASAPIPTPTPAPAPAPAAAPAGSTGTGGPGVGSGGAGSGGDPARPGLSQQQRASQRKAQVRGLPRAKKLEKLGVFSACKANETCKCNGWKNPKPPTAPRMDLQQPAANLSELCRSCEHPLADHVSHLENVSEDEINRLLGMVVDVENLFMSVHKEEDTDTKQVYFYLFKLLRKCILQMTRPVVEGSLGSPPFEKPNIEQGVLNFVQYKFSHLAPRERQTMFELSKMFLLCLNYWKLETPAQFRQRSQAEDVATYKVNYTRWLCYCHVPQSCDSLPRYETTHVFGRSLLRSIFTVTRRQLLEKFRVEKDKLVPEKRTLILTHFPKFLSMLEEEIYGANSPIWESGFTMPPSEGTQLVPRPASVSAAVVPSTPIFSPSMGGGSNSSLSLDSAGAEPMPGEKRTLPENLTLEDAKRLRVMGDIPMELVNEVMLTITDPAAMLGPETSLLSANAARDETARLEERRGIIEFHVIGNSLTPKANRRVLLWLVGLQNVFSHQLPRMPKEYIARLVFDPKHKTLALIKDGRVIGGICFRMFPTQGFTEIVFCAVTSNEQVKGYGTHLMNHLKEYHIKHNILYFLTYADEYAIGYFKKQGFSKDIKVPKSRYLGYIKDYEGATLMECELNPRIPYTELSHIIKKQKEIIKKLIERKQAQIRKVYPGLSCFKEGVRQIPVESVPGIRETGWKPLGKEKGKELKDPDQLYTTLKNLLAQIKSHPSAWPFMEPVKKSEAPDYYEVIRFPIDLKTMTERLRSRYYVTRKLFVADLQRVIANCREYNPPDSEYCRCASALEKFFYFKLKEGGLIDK
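GCN5L2 (20 nM) in 50mM HEPES pH 7.5, 0.1mM EDTA, 0.01% Tween-20 preincubated 15 min with compounds at room temperature. Reaction started with H3(1-25) 75uM, acetyl-CoA 70uM, ThioGlo1 50uM; CoA-thiol fluorescence (Ex340/Em540) read at 0 and 20 min.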
FEN1 inhibitor: inhibitors of human flap endonuclease 1; P39748; Recombinant FEN1 flap cleavage, fluorescence, 15 min; Potency, µM (top dose mostly 114 µM), inactives show at the top dose activity change, negative = inhibition, usual class: inhibitors; actives 0.35% (n = 390,000); AID 588795; also: nearly all actives have a fitted effect of over 65% in size
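With each library titrated from low to high concentration, compounds met 10 nM FEN1 for 15 min at room temperature before 50 nM substrate was added; readings at 0 and 15 min fed four-parameter Hill curve fits.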
The depositor's hits bear a star; ? = inconclusive; . = no result given; [ ] = remark or other dose. Calls follow the shape of the dose curve; as a rule, active = well fitted curve in the direction sought with a large enough effect; inconclusive = small, poorly fitted or top-dose-only effect, or another doubt; inactive = no such curve, though single readings can be large; an effect the other way counts as inactive or inconclusive. Unless noted, % is scaled to controls: 0 for no effect and ±100 for the full control effect; potency is read from the fitted curve at half-maximal effect. A portion of the library, so the mix of outcomes need not match the whole.

SMILES	N370S GC mod	GCN5L2 inh	FEN1 inhibitor
O=C(NS(=O)(=O)Oc1cccc(F)c1)OC[C@@H]1CCCN2CCCCC12 (stereo partly drawn)	-9.3%	-18.8%	-5.3%
O=C(CSc1nnc(Cn2c(=O)sc3ccccc32)n1-c1ccccc1)N1CCCCCC1	1.0%	-1.6%	-0.7%
COc1ccc(Cn2c(C(=O)O)c(CNC3CCC(C)CC3)c3ccc(C)cc32)cc1 (stereo not drawn)	.	-22.5%	13.8%
COc1ccc(C2CC(c3cccs3)=NN2C(=S)Nc2ccccc2)cc1OC (stereo not drawn)	21.8%	1.5%	-3.9%
CC1(C)CC(=O)C2=C(C1)NC(=O)CC2c1cccc(F)c1 (stereo not drawn)	10.7%	-4.8%	-2.7%
COc1ccc(C(=O)Nc2nnc(Cc3ccccc3)s2)c(OC)c1	-2.2%	-19.6%	-0.8%
Cc1ccc(CN(C(=O)c2ccco2)C(C(=O)NC2CCCC2)c2ccc(N3CCOCC3)cc2)cc1 (stereo not drawn)	3.1%	-3.8%	-12.9%
CN(Cc1ccccc1)C(=O)c1cc(S(=O)(=O)N2CCOCC2)cn1C	-1.1%	-5.0%	3.2%
CCCCN(C)CCCNC(=O)c1cc(Nc2ccc(OC)c(OC)c2)nc2ccccc12	-15.0%	1.3%	?
Cc1c(C(=O)O)sc(=S)n1CCOc1ccccc1	-4.2%	-0.1%	-12.4%
Cc1noc(C)c1-c1nnc(-c2ccc(C(F)(F)F)cc2)o1	-16.3%	-7.4%	-12.1%
CCCCCCc1c(C)nc(-n2[nH]c(C)c(CCO)c2=O)[nH]c1=O	0.7%	-8.3%	6.4%
Cc1ccc(NC(=O)C2CCN(S(=O)(=O)c3ccc4c(c3)NC(=O)C(C)S4)CC2)cc1Cl (stereo not drawn)	?	-9.9%	-15.9%
COc1ccc(C(=O)N2CCC3(CC2)CN(c2cccc(-c4ccccc4)c2)C3)cc1	4.5%	-13.6%	.
COc1ccc(C2CC(=O)C(C=NCCN3CCN(C(=S)Nc4ccccc4)CC3)=C(O)C2)cc1 (stereo not drawn)	1.2%	-2.0%	-3.1%
COc1ccc(OCCNS(=O)(=O)c2cccc([N+](=O)[O-])c2)cc1	6.5%	-1.4%	-1.0%
Cc1nn(-c2ccccc2)c2nc(N)c(C#N)c(-c3ccc(O)c(O)c3)c12	-17.4%	?	-23.4%
COc1ccc(Cl)c(S(=O)(=O)N2CCCC2)c1	2.8%	-17.1%	-5.8%
CCOCCc1c(O)nc(SC)[nH]c1=O	6.0%	-5.7%	17.7%
C#CCn1cc(/C=C2\NC(=O)NC2=O)c2ccccc21	-20.6%	-1.6%	-30.8%
COc1ccc(OC)c(C(=O)COC(=O)c2ccc([N+](=O)[O-])o2)c1	.	-7.8%	?
Cc1cc(C)c(C)c(S(=O)(=O)NCC(=O)Nc2ccc(F)cc2)c1C	4.0%	-8.4%	6.1%
COc1cc(CNCCCN2CCOCC2)c(Br)cc1OCC(=O)Nc1ccccc1C	6.3%	0.1%	-10.1%
COc1ccc(OCCOc2ccc(S(=O)(=O)N3CCCC3)cc2C(N)=O)cc1	.	-2.0%	-0.4%
COc1ccc(S(=O)(=O)N2CCOC2CNC(=O)C(=O)NCc2cccnc2)cc1C (stereo not drawn)	7.8%	-12.4%	3.6%
COC(=O)CC1Oc2ccc(C)cc2-n2cc(-c3ccc(F)cc3)nc21 (stereo not drawn)	.	-4.5%	8.1%
Cc1cc(=O)n2nc(N3CCCC(C(=O)N4CCN(C)CC4)C3)sc2n1 (stereo not drawn)	-0.5%	2.2%	-3.7%
Oc1cccc(-c2nc(-c3cccs3)c(-c3cccs3)[nH]2)c1	.	-3.6%	-7.1%
CC(C)COc1ccc(C(=O)OCC(=O)NCCC2=CCCCC2)cc1	1.6%	-1.1%	0.9%
Cc1cc(C(=O)NCCCn2ccnc2)sc1-c1ccccc1	-29.4%	-0.4%	3.3%
CC(C)[C@H](NC(=O)c1ccccc1)C(=O)OCC(=O)N1CCCc2ccccc21	9.7%	-5.2%	-9.6%
COc1ccc(C(=O)Nc2cc3c(cc2C#N)OCO3)cc1S(=O)(=O)N1CCN(C)CC1	-3.3%	-5.5%	16.5%
Cc1ccc(Cl)cc1N1CCN(C(=O)COc2cc(=O)n(C)c3ccccc23)CC1	.	-0.7%	9.0%
CC1=CC(C)(C)C(C(=O)O)C(C(=O)O)C1 (stereo not drawn)	3.9%	-0.2%	-1.9%
COc1cccc(CN(Cc2cccnc2)S(=O)(=O)c2ccc(-n3cnnn3)c(C)c2)c1OC	-6.4%	-4.4%	-7.7%
COC(=O)c1ccccc1NC(=O)c1ccc(COc2ccc(C)c(C)c2)o1	6.1%[12.8 µM]	-10.1%	7.3%
Cc1c([N+](=O)[O-])c([N+](=O)[O-])nn1CC(=O)N1CCCCC1	22.9%	-0.2%	-1.2%
CC(C)[C@H](NC(=O)c1ccccc1F)C(=O)OCC(=O)NC(=O)NC1CCCCC1	.	-4.7%	1.6%
COc1ccc(OC)c(NC(=O)c2ccccc2SC)c1	5.2%	-0.3%	7.9%
CCOc1cccc(CN2CCN(Cc3ccc(C)o3)C(CCO)C2)c1O (stereo not drawn)	8.2%	-2.5%	-1.5%

Gathered by group: those above with an NH in an aromatic ring (3)
SMILES	N370S GC mod	GCN5L2 inh	FEN1 inhibitor
CCCCCCc1c(C)nc(-n2[nH]c(C)c(CCO)c2=O)[nH]c1=O	0.7%	-8.3%	6.4%
CCOCCc1c(O)nc(SC)[nH]c1=O	6.0%	-5.7%	17.7%
Oc1cccc(-c2nc(-c3cccs3)c(-c3cccs3)[nH]2)c1	.	-3.6%	-7.1%

Ordered by molar mass (low to high): part of the list above.
SMILES	N370S GC mod	GCN5L2 inh	FEN1 inhibitor
CCOCCc1c(O)nc(SC)[nH]c1=O	6.0%	-5.7%	17.7%
C#CCn1cc(/C=C2\NC(=O)NC2=O)c2ccccc21	-20.6%	-1.6%	-30.8%
COc1ccc(Cl)c(S(=O)(=O)N2CCCC2)c1	2.8%	-17.1%	-5.8%
CC1(C)CC(=O)C2=C(C1)NC(=O)CC2c1cccc(F)c1 (stereo not drawn)	10.7%	-4.8%	-2.7%
Cc1c([N+](=O)[O-])c([N+](=O)[O-])nn1CC(=O)N1CCCCC1	22.9%	-0.2%	-1.2%
COc1ccc(OC)c(NC(=O)c2ccccc2SC)c1	5.2%	-0.3%	7.9%
CCCCCCc1c(C)nc(-n2[nH]c(C)c(CCO)c2=O)[nH]c1=O	0.7%	-8.3%	6.4%
COc1ccc(OCCNS(=O)(=O)c2cccc([N+](=O)[O-])c2)cc1	6.5%	-1.4%	-1.0%
COc1ccc(Cn2c(C(=O)O)c(CNC3CCC(C)CC3)c3ccc(C)cc32)cc1 (stereo not drawn)	.	-22.5%	13.8%
COc1ccc(C2CC(c3cccs3)=NN2C(=S)Nc2ccccc2)cc1OC (stereo not drawn)	21.8%	1.5%	-3.9%
Cc1ccc(Cl)cc1N1CCN(C(=O)COc2cc(=O)n(C)c3ccccc23)CC1	.	-0.7%	9.0%
CCCCN(C)CCCNC(=O)c1cc(Nc2ccc(OC)c(OC)c2)nc2ccccc12	-15.0%	1.3%	?
COc1cccc(CN(Cc2cccnc2)S(=O)(=O)c2ccc(-n3cnnn3)c(C)c2)c1OC	-6.4%	-4.4%	-7.7%
COc1ccc(C2CC(=O)C(C=NCCN3CCN(C(=S)Nc4ccccc4)CC3)=C(O)C2)cc1 (stereo not drawn)	1.2%	-2.0%	-3.1%
Cc1ccc(CN(C(=O)c2ccco2)C(C(=O)NC2CCCC2)c2ccc(N3CCOCC3)cc2)cc1 (stereo not drawn)	3.1%	-3.8%	-12.9%

Carrying on.
SMILES	N370S GC mod	GCN5L2 inh	FEN1 inhibitor
CCCCCn1c(=O)[nH]c2cc(C(=O)NCCCN3CCCCC3CC)ccc2c1=O (stereo not drawn)	29.9%	-0.5%	2.0%
CCc1cc2c3c(c(=O)oc2cc1OCC(=O)OC)CCCC3	?	-10.3%	-16.7%
CC1(C)CC(=O)C=C(NCc2cccc(C(F)(F)F)c2)C1	7.2%	1.4%	4.4%
Cc1nnnn1CC(=O)Nc1cccc([N+](=O)[O-])c1	-0.1%	-11.5%	1.0%
O=C(O)c1ccc(NCc2cccnc2)c([N+](=O)[O-])c1	-15.6%	-3.5%	29.1%
Cc1ccc(OCCSc2nnc(-c3ccncc3)n2C)cc1	-12.3%	-14.6%	3.4%
CCOc1ccccc1NC(=O)c1nc2nc(C)cc(C(F)F)n2n1	.	1.5%	0.3%
CCOC(=O)Cc1csc(NC(=O)Cc2ccc(Br)cc2)n1	2.6%	-6.1%	-5.1%
Cc1ccccc1-c1ccc2ncnc(N3CCN(C)CC3)c2c1	-22.1%	-12.5%	.
Cc1ccc(CN2CC(C(=O)NC(c3nc4ccccc4[nH]3)C(C)C)CC2=O)cc1 (stereo not drawn)	.	0.5%	21.9%
Nc1c(-c2ccccc2)nc(Cl)nc1-c1ccccc1	?	-21.9%	-3.2%
O=C(COC(=O)c1ccc(Br)o1)Nc1nc2c(F)c(F)c(F)cc2s1	3.2%	-21.9%	-0.5%
COc1cc(OC)c(C(=O)Nc2cc(Cl)ccc2-n2cncn2)cc1OC	-1.4%	0.4%	-9.1%
Cc1ccc(CNC(=O)N[C@@H](Cc2ccccc2)C(=O)O)cc1	-1.4%	-6.5%	-3.1%
O=C(N/N=C/C1C(c2ccccc2)C1(Cl)Cl)c1cccc(Cl)c1 (stereo not drawn)	-1.7%	-4.5%	12.8%
O=C(Nc1nnc(CSCc2ccc(F)cc2)s1)c1ccc([N+](=O)[O-])cc1	9.9%	2.3%	1.7%
Cn1c(CC(=O)Nc2ccc(F)cc2)nnc1SCC(=O)Nc1nncs1	-2.8%	-0.4%	0.3%
Cn1c(=O)[nH]c(=O)c2cc(C(=O)c3cc(F)ccc3O)cnc21	-3.3%	-8.7%	-2.9%
CC(=O)N1CCOCCOCCN(C(C)=O)CCOCCOCC1	7.5%	-2.0%	-11.4%
COc1ccc(Cl)cc1NC(=O)N1CCN(Cc2cc(=O)n3nc(-c4ccccc4)sc3n2)CC1	.	-2.8%	9.3%
COC(=O)c1cn(C)c2ccc(S(=O)(=O)N3CCCC3)cc2c1=O	2.1%	-16.6%	-7.8%
CCN1CCN(C(=O)CN(CC)S(=O)(=O)c2ccc3ccccc3c2)CC1	-12.7%	0.7%	-11.4%
O=S(=O)(c1cccs1)N1CCN(CCOc2ccc(Cl)cc2)CC1	.	-11.9%	-7.3%
CCC(=O)Nc1c2c(nn1-c1ccc(OC)cc1)CSC2	-2.1%	-8.1%	-4.7%
COc1cccc(Nc2nc3ccccc3n3nnnc23)c1	7.1%	-7.8%	-7.0%
C/C(=N\Nc1cc(Cl)nc(C)n1)c1ccccc1	18.4%	-4.0%	3.6%
COc1ccc(NC(=O)C2CCCN2S(=O)(=O)c2ccc3c(c2)CCCC(=O)N3)cc1Cl (stereo not drawn)	.	-9.7%	0.6%
CCN(C(=O)CN1C(=O)COc2ccc(S(=O)(=O)N3CCOCC3)cc21)c1cccc(C)c1	.	-7.4%	-7.6%
Cc1ccc(NC(=S)c2nc3ccccc3s2)cc1	-23.5%	-0.5%	-7.7%
Cc1ccc(CCP(=O)(O)CN2CCOCC2)cn1	-4.2%	-19.1%	4.3%
COc1ccccc1NS(=O)(=O)c1cccc(C(=O)N2CCCCCC2)c1	-1.4%	-12.9%	-13.8%
Cc1ccc(C(C(=O)NCc2ccco2)N(C(=O)Cc2cccs2)c2cccnc2)cc1 (stereo not drawn)	2.4%	-1.6%	-4.9%
CC(=O)c1ccc(NC(=O)C2CCCN(S(=O)(=O)c3ccc(Br)s3)C2)cc1 (stereo not drawn)	.	-1.6%	-2.6%
CC1(C)OC(=O)N(CCc2ccccc2)C1(C)O (stereo not drawn)	2.9%	-4.9%	10.6%
CCCCCCSC1=C(C#N)C(=O)NC2(CCCCC2)S1	16.6%	-26.5%	22.2%
COc1ccc(CCNC(=O)c2oc(=O)c3ccccc3c2-c2ccccc2)cc1OC	.	0.1%	-5.1%
COc1ccc(C(=O)N(c2ccccc2)C2C=CS(=O)(=O)C2)cc1 (stereo not drawn)	14.3%	-5.1%	4.3%
CCCCNc1oc(-c2ccc(COc3ccc(OC)cc3)o2)nc1C#N	.	-1.9%	14.4%
Cc1cnc(NC(=O)C2(c3ccccc3)CC2)s1	3.3%	-6.2%	5.1%
